Compound activity from PubChem BioAssay.
SKN-1 inh: inhibitors of C. elegans SKN-1 | C. elegans VP596 Pgst-4::GFP/RFP ratio, acrylamide-induced, 24 h | inhibition, % at 21.8 µM | 360,000 tested, 0.49% active | AID 624304;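 active = interference check ratio from 0.5 to 1.5 plus GFP to RFP signal ratio inhibition reaching or exceeding a fixed threshold, cut at about 30% in these data, passing the limit was not always enough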; note: some compounds called inactive have numbers as strong as hits
MT1-MMP act inh: inhibitors of human MT1-MMP activation; P50281; HT1080 RFP-PRO-GFP cells, GFP/RFP ratio fluorescence, overnight; percent of plate control window, DMSO zero; GFP/RFP ratio change, % at 20 µM; 360,000 tested, 0.061% active; AID 651647;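 active = GFP/RFP ratio change of at least 30% with cell ATP level not reduced by more than half and red fluorescence within 50% of control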; note: strong numbers were not always called active
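Compound: 20 µM single dose, 1% DMSO / System: HT1080 RFP-PRO-GFP cells / Controls: DMSO and RFP-L50D-GFP cell wells / Read-out basis: GFP/RFP fluorescence ratio / Schedule: overnight compound exposure at 37 °C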
FAS-TE inh: FAS thioesterase (human) inhibition | recombinant FAS-TE, OMFH fluorogenic substrate, fluorescence endpoint | inhibition, % at 15 µM | 360,000 tested, 0.67% active | AID 602261;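 active = compounds whose normalised, plate-corrected inhibition of enzyme fluorescence in the single-dose primary screen is 50% or more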;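 note: 0% = DMSO with enzyme and 100% = substrate without enzyme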
Rin1 Abl inh: blocks binding of human Rin1 to Abl; 360,000 tested, 0.4% active; TR-FRET Rin1/Abl binding, biochemical; inhibition, % at 7.35 µM; P00519+Q13671; in the data active = inhibition above about 5%, passing the limit was not always enough
CendR NRP1 mod: modulators of CendR peptide binding to human neuropilin-1 | FAM-RPARPAR peptide binding to NRP-1, fluorescence polarization | inhibition, % at 25 µM | 360,000 tested, 0.85% active;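 active = inhibition or corrected inhibition above about 18%, plus a signal ratio from 0.5 to 1.5, limit read from the data, passing the limit was not always enough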; note: strong numbers were not always called active
MsrA inhibitor: inhibitors of bovine MsrA. purified bovine MsrA, absorbance read-out. inhibition, % at 15.5 µM. 360,000 tested, 0.75% active. AID 651718; in the data active = inhibition above about 4.5%;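 note: 0% = vehicle wells with enzyme and 100% = reference inhibitor wells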
bovine MsrA act: activators of bovine methionine sulfoxide reductase A | purified bovine MsrA, absorbance read-out | activation, % at 10.6 µM | 360,000 tested, 0.3% active | AID 602163; in the data active = activation above about 7.5%;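 note: 0% = vehicle and 100% = reference activator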
Neddylation inh: inhibitors of human cullin neddylation | P61081+Q13564 | TR-FRET cullin neddylation, biochemical | calls only at 25 µM | 360,000 tested, 0.58% active; in the data active = inhibition above about 36%
Target sequence (P61081 whole entry, looked up): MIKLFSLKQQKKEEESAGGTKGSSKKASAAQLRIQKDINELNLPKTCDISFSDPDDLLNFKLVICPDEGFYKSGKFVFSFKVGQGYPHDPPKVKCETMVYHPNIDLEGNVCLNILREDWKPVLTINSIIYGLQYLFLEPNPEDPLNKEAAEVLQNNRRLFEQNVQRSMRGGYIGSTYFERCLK
Target sequence (Q13564 whole entry, looked up): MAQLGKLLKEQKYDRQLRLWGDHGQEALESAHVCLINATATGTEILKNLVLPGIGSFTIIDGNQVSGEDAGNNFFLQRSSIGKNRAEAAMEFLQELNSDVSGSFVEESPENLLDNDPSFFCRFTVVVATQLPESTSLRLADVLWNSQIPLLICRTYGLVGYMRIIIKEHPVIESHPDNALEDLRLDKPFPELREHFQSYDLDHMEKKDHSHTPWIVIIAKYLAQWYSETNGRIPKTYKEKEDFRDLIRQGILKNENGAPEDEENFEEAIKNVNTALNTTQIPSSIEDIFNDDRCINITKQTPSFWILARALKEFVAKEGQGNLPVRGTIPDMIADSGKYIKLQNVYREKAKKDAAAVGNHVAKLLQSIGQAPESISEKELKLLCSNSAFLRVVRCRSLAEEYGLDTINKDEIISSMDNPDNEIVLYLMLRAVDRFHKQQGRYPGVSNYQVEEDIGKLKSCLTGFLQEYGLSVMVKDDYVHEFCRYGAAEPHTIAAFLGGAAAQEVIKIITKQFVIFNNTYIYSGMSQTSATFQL
E coli Lon inh: inhibitors of E. coli Lon protease | P0A9M0 | AID 602123 | 360,000 tested, 0.42% active | inhibition, % at 7.94 µM | purified E. coli Lon protease, fluorescence polarization; in the data active = inhibition above about 13%, passing the limit was not always enough;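 note: 0% = enzyme with probe and DMSO and 100% = no enzyme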
* = called active by the depositor; i = inactive; · = not tested or not shown.

SMILES | SKN-1 inh | MT1-MMP act inh | FAS-TE inh | Rin1 Abl inh | CendR NRP1 mod | MsrA inhibitor | bovine MsrA act | Neddylation inh | E coli Lon inh
O=C(NCc1ccccc1)C1=C[C@@H](c2ccccc2)C[C@@H](OCCCCO)O1 | -5 | -6 | -5 | 2 | -6 | 0.8 | -13 | i | 5
O=C(NCc1cccs1)C1CCC(=O)N1C1CCCCC1 (centres undefined) | -6 | 2 | -4 | 4 | -9 | 0.0 | -2 | i | -6
O=S(=O)(Nc1nc2ccccc2nc1Cl)c1ccc2c(c1)OCCO2 | -10 | 1 | -4 | 2 | -4 | 0.5 | -4 | i | 1
CCOC(=O)c1c(S(=O)(=O)NCC(=O)Nc2ccc(F)cc2)c(C)n(C)c1C | -6 | -2 | -5 | 4 | -6 | -0.3 | -8 | i | 1
COc1ccc(OC)c(S(=O)(=O)N(C)CC(=O)O)c1 | 9 | 0 | -7 | -3 | -4 | -0.1 | -3 | i | 4
Cc1onc(-c2c(F)cccc2Cl)c1C(=O)NC(=S)Nc1c(C)n(C)n(-c2ccccc2)c1=O | -7 | 2 | -3 | 5 | 2 | 0.0 | -8 | i | -2
O=C(COC(=O)C1(c2ccccc2F)CCCC1)NCc1cccs1 | -13 | -1 | 10 | 6 | 21 | 1.2 | -7 | i | -8
CCn1c2ccccc2c2nnc(SCCCn3c(=O)[nH]c4ccccc43)nc21 | 1 | 6 | 31 | -8 | 5 | · | 0 | i | -6
COc1cc(/C=N/N=C2\CC3CCC2(C)C3(C)C)ccc1O (centres undefined) | -10 | -1 | -2 | 2 | 23* | 0.4 | -4 | i | -2
CN(C)S(=O)(=O)c1ccc(C(=O)Nc2ccc(S(=O)(=O)NC3=NCCCCC3)cc2)cc1 | 13 | 1 | -2 | -3 | -16 | -1.3 | -3 | i | 10
Cc1ccc(S(=O)(=O)N2C[C@H]3C(=O)C[C@@H](c4ccccc4F)N(S(=O)(=O)c4ccc(C)cc4)[C@H]3C[C@H]2c2cccc3ccccc23)cc1 | 1 | -1 | 29 | -8 | -46 | 0.4 | 4 | i | -3
COC(=O)C1=C(NC(C)=O)CCS1 | 9 | 2 | -14 | -6 | -16 | 1.7 | -4 | i | 4
CCCCC/C=C/C1=CC(=O)C[C@H](c2ccc(OC)cc2)C1 | 0 | 0 | 22 | 5 | 4 | 1.8 | -6 | i | 0
CCCOc1ccc(-c2nc3c(c(=O)[nH]c(=O)n3Cc3ccccc3)n2CCO)cc1OCC | 10 | -3 | 3 | -2 | 13 | -1.0 | 0 | · | -17
Cc1c(NC(=O)Nc2ccc3c(c2)OCO3)c(=O)n(-c2ccccc2)n1C | -6 | 1 | -6 | 1 | 1 | -0.9 | -8 | i | -6
CN(C)S(=O)(=O)c1ccc(N2CCCC2)c(C(=O)NNC(=O)COc2ccc(Cl)cc2)c1 | 14 | -2 | 9 | -3 | 21 | 0.1 | 6 | i | 8
CCOC(=O)C1CCCN(C(=O)c2cc(Nc3ccc(OC)cc3OC)nc3ccccc23)C1 (centres undefined) | 11 | 3 | 7 | 4 | -2 | 2.1 | -1 | i | -10
Cc1ccc(C(=O)OCC(=O)N(CCc2ccccc2)Cc2ccccc2)cc1S(=O)(=O)N1CCOCC1 | 7 | -4 | 22 | 0 | 8 | 0.2 | -1 | i | -7
CC(C)(C)c1ccc(-c2n[nH]c(=S)n2CCCN2CCOCC2)cc1 | -12 | 0 | -6 | 8.7* | -37 | -0.5 | -3 | i | 8
CCC(C)(C(=O)Nc1ccc(OC)cc1)N(C)C(=O)Cn1nnnc1N (centres undefined) | 7 | 2 | -4 | 1 | 7 | -0.2 | -1 | i | -2
N#CC(c1ccccc1)c1ccc(=O)[nH]n1 (centres undefined) | -7 | 1 | -10 | -2 | -4 | 0.2 | -10 | i | -2
Cc1ccccc1NS(=O)(=O)c1cc(C(=O)Nc2cccc([N+](=O)[O-])c2)ccc1C | 10 | -3 | 40 | 1 | 1 | -0.5 | -1 | i | -3
CC1=C(C(=O)OCc2ccccc2)C(c2ccccc2-c2ccccc2)NC(=O)N1CCCCCC(=O)O (centres undefined) | 2 | -1 | 7 | -3 | -31 | 1.9 | -3 | i | -14
CCOC(=O)C[C@H]1c2cc(F)ccc2S(=O)(=O)N1c1ccccc1 | 8 | 2 | -6 | 6 | 13 | -1.0 | 0 | i | -22
Cc1ccc(S(=O)(=O)N2CCN(C(=O)CCNC(=O)c3ccccc3Cl)CC2)cc1 | 2 | 0 | -2 | 1 | 5 | 1.2 | -8 | i | 6

No new results follow: entries from further up.
SMILES | SKN-1 inh | MT1-MMP act inh | FAS-TE inh | Rin1 Abl inh | CendR NRP1 mod | MsrA inhibitor | bovine MsrA act | Neddylation inh | E coli Lon inh
CCCCC/C=C/C1=CC(=O)C[C@H](c2ccc(OC)cc2)C1 | 0 | 0 | 22 | 5 | 4 | 1.8 | -6 | i | 0
CCCOc1ccc(-c2nc3c(c(=O)[nH]c(=O)n3Cc3ccccc3)n2CCO)cc1OCC | 10 | -3 | 3 | -2 | 13 | -1.0 | 0 | · | -17

Continued.
SMILES | SKN-1 inh | MT1-MMP act inh | FAS-TE inh | Rin1 Abl inh | CendR NRP1 mod | MsrA inhibitor | bovine MsrA act | Neddylation inh | E coli Lon inh
CN(CC(=O)NC1CCCCCC1)S(=O)(=O)c1ccccc1 | 15 | -1 | -7 | 1 | 9 | 0.3 | -5 | i | 2
C[C@@H]1CN([C@H](C)CO)C(=O)CCCn2nncc2CO[C@@H]1CN(C)C(=O)c1ccc(N2CCN(C)CC2)cc1 | 7 | 4 | -7 | 3 | -7 | -0.5 | -2 | i | 3
COc1ccc(C(=O)NCC(c2ccco2)N2CCc3ccccc3C2)cc1 (centres undefined) | -14 | 7 | -2 | -1 | -1 | -0.6 | -3 | i | -1
Cc1cnc(C(=O)OCC(=O)c2ccc(F)c(F)c2)cn1 | 3 | 1 | 0 | 5 | -3 | 0.5 | -2 | i | -7
Oc1ccccc1NCC(O)Cn1ccc2ccccc21 (centres undefined) | 17 | -54 | 4 | 1 | -68 | 0.8 | -2 | i | -11
CC(=O)COC(=O)c1cc(-c2ccc(C)cc2)nc2ccccc12 | -4 | 8 | 4 | 1 | -5 | -1.2 | -11 | i | 2
O=C(NCc1cccnc1)Nc1ccc2c(c1)OCO2 | 7 | -1 | -6 | 3 | -11 | 1.5 | 0 | i | 3
COc1ccc(N2CC(C(=O)Nc3nc4ccc(S(C)(=O)=O)cc4s3)CC2=O)cc1 (centres undefined) | 21 | -6 | 1 | 1 | -7 | 0.8 | -3 | i | 3
COc1ccc(NC(=O)CC2C(=O)N(c3cccc(OC)c3)C(=O)N2C2CCCCC2)cc1 (centres undefined) | -9 | 3 | 3 | -2 | -2 | -1.0 | -6 | i | -13
COCCc1ccc(OC2(C)CCN(Cc3ccc(OC)c4ccccc34)C2)cc1 (centres undefined) | 12 | 5 | 14 | -1 | 1 | -0.6 | 0 | i | -11
CCOc1ccc(OCCSc2nc(N)cc(=O)[nH]2)cc1 | -7 | 5 | 0 | 1 | 3 | -0.7 | -2 | i | 0
Cc1cccc(C(=O)N2CCc3cc(-c4csc(NC(=O)CN5CCCC5)n4)ccc32)c1 | -5 | 10 | 14 | 3 | 1 | -0.2 | 1 | i | -5
CCC(=O)N1CCc2cc(S(=O)(=O)CCC(=O)N3CCN(c4ccc(Cl)cc4)CC3)ccc21 | -9 | -1 | 7 | 3 | 10 | -0.5 | 2 | i | 0
CN(CC(=O)Nc1ccc(Cl)c(C(F)(F)F)c1)C(=O)C1CC(=O)N(C2CCCC2)C1 (centres undefined) | 13 | -1 | 9 | 5 | -6 | -0.2 | -6 | i | -13
CC(Nc1ccccc1N1CCCCC1)C(=O)N1CCc2ccccc21 (centres undefined) | 8 | -6 | 29 | -5 | 6 | 0.4 | -6 | i | 3
O=C1Nc2ccccc2C12OCC(COc1ccc(Cl)cc1)O2 (centres undefined) | 10 | -1 | 3 | 1 | -15 | 0.2 | -1 | i | 15
COC(=O)c1ccc(S(=O)(=O)N2CCN(C(c3ccccc3)c3ccccc3)CC2)n1C | 19 | -2 | 55* | -1 | -12 | 1.8 | -2 | i | 6
O=C1CN(C(=O)COc2ccccc2)CCN1 | -22 | 1 | -6 | 8.5* | 3 | 0.4 | -8 | i | 2
CN(c1ccccc1)S(=O)(=O)c1ccc(C(=O)N2CCN(c3ccccc3F)CC2)cc1 | -15 | -1 | 19 | 0 | -2 | 2.1 | -4 | i | 7
CC(C)C(C)(C#N)NC(=O)CSc1ncnc2sc(-c3ccccc3)cc12 (centres undefined) | 5 | 1 | 5 | 4 | -20 | 0.3 | -3 | i | -12
CCCCn1nnnc1SCC(=O)Nc1ccc2c(c1)OCCO2 | 2 | -1 | -6 | 1 | -12 | 1.6 | -14 | i | -6
CCOC(=O)c1ccc(NC(=O)CN2CCN(c3ccccc3)CC2)cc1 | -7 | -6 | 2 | 2 | 1 | 0.1 | -9 | i | -7
CC1(C)CC(=O)C(C(c2ccco2)C2C(=O)CC(C)(C)CC2=O)C(=O)C1 | 17 | -4 | -4 | -2 | 4 | 0.5 | -2 | i | 10
Cc1ccc(NC(=O)CCc2ccccc2)cc1S(=O)(=O)N1CCOCC1 | -4 | 2 | -3 | 2 | 0 | -1.6 | -5 | i | 6
COc1c2c(c(OC)c3c1c(=O)c1ccccc1n3C)OCO2 | 8 | -6 | -3 | -1 | 1 | 1.5 | -4 | i | 28

Next part.
SMILES | SKN-1 inh | MT1-MMP act inh | FAS-TE inh | Rin1 Abl inh | CendR NRP1 mod | MsrA inhibitor | bovine MsrA act | Neddylation inh | E coli Lon inh
C[C@H]1CN([C@@H](C)CO)S(=O)(=O)c2ccc(Br)cc2O[C@H]1CN(C)C(=O)C1CCC1 | -2 | 0 | 0 | -1 | -2 | -0.8 | -3 | i | 2
CN1CCN(C(=O)CCCOc2cc(=O)n(C)c3ccccc23)CC1 | -8 | 9 | -6 | -2 | 3 | 0.7 | -1 | i | 3
COc1ccc(NC(=O)C2Cc3c(-c4ccccc4Oc4ccccc4)ccnc3O2)cn1 (centres undefined) | 9 | -7 | 21 | -7 | 23 | 0.5 | -3 | i | 4
FC(F)(F)c1ccccc1NC(=S)NC1CCN(Cc2ccccc2)CC1 | 2 | 0 | -3 | 2 | -2 | 1.4 | 2 | i | -5
COc1ccc2c(c1)c1c(n2C)[C@@H]2CC=C(CO)[C@@H](C1)N2C | 1 | 0 | -7 | 4 | -6 | -1.2 | -1 | i | -1
O=C(OCC(=O)N1CCc2ccccc2C1)c1ccc(O)cc1 | 3 | 1 | -4 | 2 | 1 | 0.2 | -2 | i | -4
COc1ccc(CC(=O)NCC2(c3ccc(OC)c(OC)c3)CCOCC2)cc1 | 3 | 1 | -11 | -2 | -3 | 0.3 | -3 | i | 2
O=C(CSc1ncnc2scc(-c3ccc(F)cc3)c12)c1ccc2c(c1)OCCO2 | 0 | -6 | 24 | -1 | 9 | 1.4 | -2 | i | -5
Cc1cc(NC(=O)CSCC(=O)OCC(=O)Nc2ccc(OC(F)F)cc2)no1 | -20 | -2 | -5 | 0 | 2 | -0.2 | -3 | i | -10
CS(=O)(=O)c1cnc(-c2ccccc2)nc1-c1ccccc1Cl | -4 | -2 | 9 | 2 | -3 | 0.5 | -3 | i | -2

Some values from the entries so far.
C[C@H]1CN([C@@H](C)CO)S(=O)(=O)c2ccc(Br)cc2O[C@H]1CN(C)C(=O)C1CCC1 – FAS-TE inh = 0
COc1ccc(NC(=O)C2Cc3c(-c4ccccc4Oc4ccccc4)ccnc3O2)cn1 (centres undefined) – bovine MsrA act = -3
CN1CCN(C(=O)CCCOc2cc(=O)n(C)c3ccccc23)CC1 – CendR NRP1 mod = 3
COc1ccc2c(c1)c1c(n2C)[C@@H]2CC=C(CO)[C@@H](C1)N2C – MsrA inhibitor = -1.2
COc1ccc(CC(=O)NCC2(c3ccc(OC)c(OC)c3)CCOCC2)cc1 – E coli Lon inh = 2
Cc1cc(NC(=O)CSCC(=O)OCC(=O)Nc2ccc(OC(F)F)cc2)no1 – CendR NRP1 mod = 2
